From PubChem
FBW7 act: activators of human E3 ligase FBW7; Q969H0; AlphaScreen FBW7–phospho-cyclin E peptide binding, activator screen; normalized activity (activation), % at 26.1 µM; 650,000 tested, 0.13% active; AID 1259310; in the data active means normalized activity above about 1.9%;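 further: purified mutant Fbw7 with reduced substrate affinity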
Target sequence (Q969H0 whole entry, looked up): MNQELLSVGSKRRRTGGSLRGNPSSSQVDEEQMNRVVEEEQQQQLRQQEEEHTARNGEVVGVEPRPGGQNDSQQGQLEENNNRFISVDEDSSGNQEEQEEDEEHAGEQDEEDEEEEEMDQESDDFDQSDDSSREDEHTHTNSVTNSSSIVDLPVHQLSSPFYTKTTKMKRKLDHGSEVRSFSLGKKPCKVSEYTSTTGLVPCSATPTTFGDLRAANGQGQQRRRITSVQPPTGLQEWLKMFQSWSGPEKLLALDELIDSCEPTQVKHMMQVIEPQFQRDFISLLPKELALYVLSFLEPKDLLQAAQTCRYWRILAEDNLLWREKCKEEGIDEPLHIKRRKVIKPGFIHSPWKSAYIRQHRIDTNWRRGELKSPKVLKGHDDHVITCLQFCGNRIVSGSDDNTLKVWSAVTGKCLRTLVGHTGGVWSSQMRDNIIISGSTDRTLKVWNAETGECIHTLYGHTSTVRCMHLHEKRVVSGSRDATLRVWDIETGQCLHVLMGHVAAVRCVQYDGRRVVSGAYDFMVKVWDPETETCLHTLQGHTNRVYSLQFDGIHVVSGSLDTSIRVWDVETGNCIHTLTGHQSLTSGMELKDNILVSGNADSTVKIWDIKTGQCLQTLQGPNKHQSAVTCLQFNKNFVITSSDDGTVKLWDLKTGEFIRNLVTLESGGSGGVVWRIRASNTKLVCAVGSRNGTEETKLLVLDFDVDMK
TEAD-YAP inh: TEAD-YAP interaction inhibition; HEK-TIYL cells, TEAD-Gal4/YAP UAS-luciferase luminescence; inhibition, % at 9.12 µM; 640,000 tested, 1.4% active; in the data active means inhibition above about 32%;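 further: 0% = median of test compound wells and 100% = reference inhibitor wells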
GPR151 ag: human GPR151 activation | Q8TDV0 | PathHunter beta-arrestin GPR151 cells, luminescence | activation, % at 11.2 µM | 650,000 tested, 1% active; in the data active means activation above about 4.9%;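 further: 0% = median of compound wells and 100% = cells with positive control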
Target sequence (Q8TDV0 whole entry, looked up): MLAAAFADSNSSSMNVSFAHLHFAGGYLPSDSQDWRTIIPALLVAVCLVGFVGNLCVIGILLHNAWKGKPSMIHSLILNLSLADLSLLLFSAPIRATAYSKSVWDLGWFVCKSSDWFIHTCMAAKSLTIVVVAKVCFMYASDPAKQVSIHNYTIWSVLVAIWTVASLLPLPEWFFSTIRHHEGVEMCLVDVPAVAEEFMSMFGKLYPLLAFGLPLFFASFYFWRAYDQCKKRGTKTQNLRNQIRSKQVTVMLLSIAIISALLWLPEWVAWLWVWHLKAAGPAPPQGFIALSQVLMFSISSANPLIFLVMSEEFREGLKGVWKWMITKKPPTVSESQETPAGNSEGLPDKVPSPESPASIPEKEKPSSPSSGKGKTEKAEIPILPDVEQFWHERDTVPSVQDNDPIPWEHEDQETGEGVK
MITF inh: human MITF inhibition, primary screen; 650,000 tested, 0.91% active; O75030; AlphaScreen MITF homodimerization, bead proximity signal; inhibition, % at 2.6 µM; in the data active means inhibition above about 50%;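 further: 0% = vehicle wells with protein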
Active calls of the source: *.

Screening C/C(=N/Nc1nn[nH]n1)c1ccccc1O returned FBW7 act -0.3, TEAD-YAP inh 1, GPR151 ag -0.3 and MITF inh 21.
For COc1cc(OC)c(/C=C2/C(=O)NC(=O)N(c3ccc(Cl)cc3)C2=O)c(OC)c1 the results were FBW7 act 0.1, TEAD-YAP inh 1, GPR151 ag 0.5 and MITF inh 0.
CC(C)CCNS(=O)(=O)c1cccc2nsnc12 was read as FBW7 act -0.1, TEAD-YAP inh -1, GPR151 ag 2.9 and MITF inh 3.
`O=C1Cc2cc(S(=O)(=O)Nc3cccc(F)c3)cc3c2N1CCC3` gave FBW7 act 0.0, TEAD-YAP inh -5, GPR151 ag 1.8 and MITF inh 2.
Cc1cc(NCCOc2ccccc2)nc(N2CCN(Cc3ccc4c(c3)OCO4)CC2)n1 was read as FBW7 act -0.4, TEAD-YAP inh 8, GPR151 ag 6.0* and MITF inh 6.
Screening COc1cccc2nc(NC(=O)c3ccc(Br)s3)sc12 returned FBW7 act 0.1, TEAD-YAP inh 0, GPR151 ag -0.3 and MITF inh -11.
For O=[N+]([O-])c1ccc(C(=S)N2CCOCC2)cc1 the results were FBW7 act 0.6, TEAD-YAP inh 6, GPR151 ag -1.2 and MITF inh 15.
For N#Cc1ccccc1C(Br)C(Br)C(=O)O (stereo not given) the results were FBW7 act -0.3, TEAD-YAP inh -5, GPR151 ag 6.0* and MITF inh -2.
`CCc1ccc(C2C(C#N)=C(N)Oc3n[nH]c(-c4cc(OC)c(OC)c(OC)c4)c32)cc1` (stereo not given) gave FBW7 act 0.0, TEAD-YAP inh 6, GPR151 ag -0.6 and MITF inh 3.
Screening N#CC1(C#N)[C@@H]2c3ccccc3C=CN2[C@@H](C(=O)c2cccs2)[C@@H]1c1ccccc1C(F)(F)F returned FBW7 act 0.0, TEAD-YAP inh -3, GPR151 ag -0.3 and MITF inh 19.
CCCOC(=O)c1ccc(NC(=O)c2c(OC)cccc2OC)cc1 was read as FBW7 act -0.2, TEAD-YAP inh -5, GPR151 ag -0.2 and MITF inh -15.
Cn1c(=O)c2c(nc(N3CCc4ccccc4C3)n2CC(=O)O)n(C)c1=O was read as FBW7 act 0.1, TEAD-YAP inh -14, GPR151 ag -0.6 and MITF inh 8.
For Cc1sc2nc(SCC(=O)N(CCO)CCO)nc(N)c2c1C the results were FBW7 act -0.2, TEAD-YAP inh 2, GPR151 ag 1.3 and MITF inh -6.
`COc1ccc(C(=O)Nc2nnc(SCC(N)=O)s2)cc1OC` gave FBW7 act 0.0, TEAD-YAP inh 1, GPR151 ag -1.6 and MITF inh -3.
`COc1ccc2c(c1)c(=O)oc1cc(OCC(=O)NC3CCCCC3)ccc12` gave FBW7 act -0.6, TEAD-YAP inh 0, GPR151 ag -1.3 and MITF inh 33.
For O=C(NCCCN1CCOC(c2ccccc2)C1)c1cccc(F)c1 (stereo not given) the results were FBW7 act 0.0, TEAD-YAP inh 2, GPR151 ag 1.4 and MITF inh -15.
Screening O=C(CC(c1ccccc1)c1ccccc1)NNC(=O)c1ccc2c(c1)OCO2 returned FBW7 act -0.1, TEAD-YAP inh 1, GPR151 ag 0.0 and MITF inh -14.
Screening Cc1nc2ncccc2c(=O)n1-c1ccc(NC(=O)c2ccccc2Br)cc1 returned FBW7 act 0.0, TEAD-YAP inh 1, GPR151 ag 0.6 and MITF inh 11.
Screening O=C1c2oc3ccccc3c(=O)c2C(c2ccccc2)N1CCN1CCOCC1 (stereo not given) returned FBW7 act 0.0, TEAD-YAP inh 0, GPR151 ag 0.2 and MITF inh -3.
`O=C(O)c1ccc(OCCn2ccnc2)cc1` gave FBW7 act 0.5, TEAD-YAP inh 4, GPR151 ag 1.2 and MITF inh 8.
`COc1ccccc1NC(=O)CSc1nc2ccc(N3C(=O)c4cccc5cccc(c45)C3=O)cc2s1` gave FBW7 act -0.2, TEAD-YAP inh 6, GPR151 ag -0.1 and MITF inh -48.
COc1ccc(CC(=O)Nc2cc([N+](=O)[O-])ccc2F)cc1 was read as FBW7 act 0.5, TEAD-YAP inh 4, GPR151 ag -0.1 and MITF inh 2.
Nc1c(C(=O)Nc2ccccc2)sc2nc(-c3cccs3)ccc12 was read as FBW7 act -0.1, TEAD-YAP inh -10, GPR151 ag 2.5 and MITF inh -5.
`CC1=C(C(=O)OCCc2ccccc2)C(c2ccc([N+](=O)[O-])cc2)C2=C(CCCC2=O)N1` (stereo not given) gave FBW7 act -0.1, TEAD-YAP inh 9, GPR151 ag 0.8 and MITF inh 10.
O=C(Nc1cccc(-c2csc(-c3ccccc3)n2)c1)c1ccc(F)cc1 was read as FBW7 act -0.3, TEAD-YAP inh -7, GPR151 ag 1.4 and MITF inh 4.
CN(C)c1ccc(/C=N/NC(=O)c2ccco2)o1 was read as FBW7 act -0.1, TEAD-YAP inh -29, GPR151 ag 0.3 and MITF inh 6.
`C=CCNS(=O)(=O)c1ccc(F)c(C(=O)Nc2ccc(Cl)c(Cl)c2)c1` gave FBW7 act 0.0, TEAD-YAP inh 6, GPR151 ag 0.0 and MITF inh -4.
For COc1ccc(C2=NNC(=O)c3ccccc3C2)cc1 the results were FBW7 act 0.3, TEAD-YAP inh -1, GPR151 ag 0.5 and MITF inh -5.
CCCCN(CCCC)S(=O)(=O)c1ccc2c(c1)OCC(=O)N2 was read as FBW7 act 0.0, TEAD-YAP inh -1, GPR151 ag 0.8 and MITF inh 0.
Screening O=[N+]([O-])c1ccc(N2CCCC2)cc1NC1CC1 returned FBW7 act -0.3, TEAD-YAP inh 7, GPR151 ag -1.0 and MITF inh 18.
`O=C(Nc1cccc(Cl)c1Cl)c1cc(S(=O)(=O)N(Cc2ccco2)CC2CCCO2)ccc1F` (stereo not given) gave FBW7 act 0.1, TEAD-YAP inh 4, GPR151 ag -0.9 and MITF inh 11.
`COc1ccccc1CNC(=O)Cn1c2ccccc2c(=O)c2cc(C)ccc21` gave FBW7 act 0.2, TEAD-YAP inh -13, GPR151 ag -0.7 and MITF inh -2.
Screening O=[N+]([O-])c1cccc(S(=O)(=O)Nc2ccccc2Cl)c1 returned FBW7 act -0.1, TEAD-YAP inh 4, GPR151 ag -1.3 and MITF inh 9.
For COc1ccc(CC(C(=O)Nc2cc(C)ccc2C)/C(N)=N/O)cc1 (stereo not given) the results were FBW7 act -0.1, TEAD-YAP inh -12, GPR151 ag 0.4 and MITF inh -5.
COc1cc(COc2cc(N)c(Cl)cc2C(=O)CCC2CCN(CCNS(C)(=O)=O)CC2)cc(OC)c1 was read as FBW7 act 1.3, GPR151 ag -1.1 and MITF inh -1.
CC1(c2ccccc2)CC(C)(C)N(C(=O)c2ccc(Cl)c(Cl)c2)c2ccccc21 (stereo not given) was read as FBW7 act 0.1, TEAD-YAP inh -4, GPR151 ag -0.7 and MITF inh -2.
Screening CCc1nc2sc(C)c(C)c2c(=O)n1CCO returned FBW7 act 0.0, TEAD-YAP inh 0, GPR151 ag 1.2 and MITF inh 11.
CCc1ccc2c(c1)cc(CN(C(=S)NCCOC)C1CCCC1)c1nnnn12 was read as FBW7 act 0.2, TEAD-YAP inh 6, GPR151 ag -0.8 and MITF inh -4.
Screening FC(F)(F)c1cccc(CNc2nc(Nc3ccncc3)nc3c2ncn3C2CCCCC2)c1 returned FBW7 act 0.2, TEAD-YAP inh 6, GPR151 ag 3.7 and MITF inh 12.
For Nc1nnnn1/N=C/c1ccc([N+](=O)[O-])cc1 the results were FBW7 act -0.1, TEAD-YAP inh 6, GPR151 ag 2.0 and MITF inh 6.

Sorted by heavy-atom count (falling): eight of the compounds above.
CC1(c2ccccc2)CC(C)(C)N(C(=O)c2ccc(Cl)c(Cl)c2)c2ccccc21 (stereo not given) was read as FBW7 act 0.1, TEAD-YAP inh -4, GPR151 ag -0.7 and MITF inh -2.
`COc1ccc2c(c1)c(=O)oc1cc(OCC(=O)NC3CCCCC3)ccc12` gave FBW7 act -0.6, TEAD-YAP inh 0, GPR151 ag -1.3 and MITF inh 33.
Cn1c(=O)c2c(nc(N3CCc4ccccc4C3)n2CC(=O)O)n(C)c1=O was read as FBW7 act 0.1, TEAD-YAP inh -14, GPR151 ag -0.6 and MITF inh 8.
CCCOC(=O)c1ccc(NC(=O)c2c(OC)cccc2OC)cc1 was read as FBW7 act -0.2, TEAD-YAP inh -5, GPR151 ag -0.2 and MITF inh -15.
For Cc1sc2nc(SCC(=O)N(CCO)CCO)nc(N)c2c1C the results were FBW7 act -0.2, TEAD-YAP inh 2, GPR151 ag 1.3 and MITF inh -6.
CC(C)CCNS(=O)(=O)c1cccc2nsnc12 was read as FBW7 act -0.1, TEAD-YAP inh -1, GPR151 ag 2.9 and MITF inh 3.
`O=C(O)c1ccc(OCCn2ccnc2)cc1` gave FBW7 act 0.5, TEAD-YAP inh 4, GPR151 ag 1.2 and MITF inh 8.
Screening C/C(=N/Nc1nn[nH]n1)c1ccccc1O returned FBW7 act -0.3, TEAD-YAP inh 1, GPR151 ag -0.3 and MITF inh 21.

Next section.
Screening Cc1ccc(N(CC(=O)N(C)C)S(=O)(=O)c2ccc(Cl)cc2)cc1C returned FBW7 act 0.1, TEAD-YAP inh -12, GPR151 ag 0.9 and MITF inh -1.
For Cc1ccc(-n2nc3c(c2NC(=O)C(C)C)CSC3)cc1 the results were FBW7 act 0.0, TEAD-YAP inh -8, GPR151 ag -1.0 and MITF inh 3.
`COc1ccc2c(c1)c(C(=O)NS(=O)(=O)c1ccccc1)nn2-c1ncccn1` gave FBW7 act -0.6, TEAD-YAP inh 0, GPR151 ag 0.2 and MITF inh 13.
CC1CCC/C(=N/NC(=O)C2CC23CCC3)C1 (stereo not given) was read as FBW7 act 0.0, TEAD-YAP inh -6, GPR151 ag 1.4 and MITF inh -4.
`CCOc1ccc(C(=O)Nc2ccc3ccccc3c2)cc1[N+](=O)[O-]` gave FBW7 act -0.1, TEAD-YAP inh -18, GPR151 ag -0.1 and MITF inh 11.
Screening CCCC(=O)Nc1ccc(Nc2ccc(C)nn2)cc1 returned FBW7 act 0.6, TEAD-YAP inh -14, GPR151 ag -0.6 and MITF inh 10.
For O=C(CNc1ccc(O)cc1)OCC(=O)c1ccc([N+](=O)[O-])cc1 the results were FBW7 act 0.0, TEAD-YAP inh 12, GPR151 ag 0.0 and MITF inh -24.
COc1ccc(CCNC(=O)Cn2c(=O)oc3cc(Cl)ccc32)cc1OC was read as FBW7 act 0.0, TEAD-YAP inh 9, GPR151 ag 1.2 and MITF inh 6.
For Cc1ccc(C(=O)CC2=C(O)c3ccccc3C(=O)C2=O)cc1 the results were FBW7 act 0.1, TEAD-YAP inh -6, GPR151 ag -1.3 and MITF inh -1.
`C=CCOc1ccc(C(=O)Nn2cnnc2)cc1` gave FBW7 act -0.3, TEAD-YAP inh -4, GPR151 ag 0.3 and MITF inh 1.
O=S1(=O)C=C(SCCN2CCCC2)c2ccccc21 was read as FBW7 act -0.2, TEAD-YAP inh -3, GPR151 ag -0.1 and MITF inh 3.
For COC(=O)c1ccc(N2C(=O)C3C4c5ccccc5C(C(C)=O)(c5ccccc54)C3C2=O)cc1 (stereo not given) the results were FBW7 act -0.1, TEAD-YAP inh -29, GPR151 ag 0.7 and MITF inh 0.
For Cc1cc(Cl)ccc1NC(=S)NCCc1ccc(S(N)(=O)=O)cc1 the results were FBW7 act 0.0, TEAD-YAP inh 10, GPR151 ag 0.1 and MITF inh 15.
`Cc1cc2c(cc1S(=O)(=O)N(Cc1ccccc1)C(C)C)OCCN2C` gave FBW7 act -0.3, TEAD-YAP inh -9, GPR151 ag -1.4 and MITF inh 4.
Screening O=C(CC1Nc2cccc3cccc(c23)NC1=O)Nc1ccc([N+](=O)[O-])cc1 (stereo not given) returned FBW7 act -0.3, TEAD-YAP inh -13, GPR151 ag 0.4 and MITF inh 0.
Cn1c(C(=O)O)c(CC(=O)NCc2ccco2)c2ccccc21 was read as FBW7 act -0.2, TEAD-YAP inh -8, GPR151 ag 0.1 and MITF inh 1.
Screening O=C(/C(Cl)=C/Nc1ccc(S(=O)(=O)Nc2ncccn2)cc1)C(F)(F)F returned FBW7 act 0.0, TEAD-YAP inh -7, GPR151 ag -0.4 and MITF inh 9.
`Cc1cc(=O)sc2c1c(C)nn2-c1ccccc1` gave FBW7 act -0.1, TEAD-YAP inh -3, GPR151 ag 0.4 and MITF inh 1.
Screening C=CCOc1ccc(/C(O)=C2/C(=O)C(=O)N(CCCN3CCOCC3)C2c2ccc(OC)cc2)c(C)c1 (stereo not given) returned FBW7 act 0.1, TEAD-YAP inh -7, GPR151 ag 0.5 and MITF inh 3.
`C=CC(=O)NC(NC(=O)C=C)c1ccc(OC)cc1` gave FBW7 act 0.2, TEAD-YAP inh -5, GPR151 ag 1.6 and MITF inh 3.
`CC1=C(C(N)=O)C(c2ccc(Br)cc2)n2nc(CCCO)nc2N1` (stereo not given) gave FBW7 act -0.1, TEAD-YAP inh -4, GPR151 ag 0.5 and MITF inh -1.
`O=C(Cc1ccc(Br)cc1)Nc1ccc(S(=O)(=O)Nc2ncccn2)cc1` gave FBW7 act 0.2, TEAD-YAP inh 2, GPR151 ag 0.1 and MITF inh -3.
For N#CCOc1ccc2c(=O)c(Oc3ccccc3Cl)coc2c1 the results were FBW7 act 0.0, TEAD-YAP inh 7, GPR151 ag 5.6* and MITF inh 8.
`Cc1noc(C)c1-c1nc(Nc2ccccc2)c2ncn(C3CCCCC3)c2n1` gave FBW7 act -0.1, TEAD-YAP inh 75*, GPR151 ag -1.1 and MITF inh 7.
Screening CNC(=O)c1ccsc1NC(=O)c1ccccc1SC returned FBW7 act 0.1, TEAD-YAP inh -9, GPR151 ag 2.0 and MITF inh 15.
Screening COC(=O)c1ccccc1NC(=O)NCCCn1cc(C)cn1 returned FBW7 act 0.1, TEAD-YAP inh 5, GPR151 ag 0.1 and MITF inh 8.
